Compound activity: PubChem BioAssay, several laboratories
PAD4 inh: inhibitors of human PAD4. recombinant PAD4, RCA probe fluorescence polarization. inhibition, % at 6.36 µM. 330,000 compounds, 0.41% hits. AID 485272;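 active means percent inhibition above a cutoff equal to the mean of all tested compounds plus 3 SD, cut at about 15% in these data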;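 further: 0% = PAD4 with RCA probe and DMSO and 100% = probe without PAD4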
MEX-5 binding: C. elegans MEX-5 TCR-2 RNA binding activity | activity score (negative = inhibition of binding), % at 10 µM | AID 1832 | 300,000 compounds, 0.38% hits | MEX-5/FITC-TCR2 RNA binding, fluorescence polarization; hits give low values | Q9XUB2;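 active means inhibition past about -25% in most replicates, and total fluorescence under double the plate's negative control median, limit read from the data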;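 further: 0% = DMSO and -100% = 5 µM competing unlabeled TCR2 RNA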
Target sequence (Q9XUB2 whole entry, looked up): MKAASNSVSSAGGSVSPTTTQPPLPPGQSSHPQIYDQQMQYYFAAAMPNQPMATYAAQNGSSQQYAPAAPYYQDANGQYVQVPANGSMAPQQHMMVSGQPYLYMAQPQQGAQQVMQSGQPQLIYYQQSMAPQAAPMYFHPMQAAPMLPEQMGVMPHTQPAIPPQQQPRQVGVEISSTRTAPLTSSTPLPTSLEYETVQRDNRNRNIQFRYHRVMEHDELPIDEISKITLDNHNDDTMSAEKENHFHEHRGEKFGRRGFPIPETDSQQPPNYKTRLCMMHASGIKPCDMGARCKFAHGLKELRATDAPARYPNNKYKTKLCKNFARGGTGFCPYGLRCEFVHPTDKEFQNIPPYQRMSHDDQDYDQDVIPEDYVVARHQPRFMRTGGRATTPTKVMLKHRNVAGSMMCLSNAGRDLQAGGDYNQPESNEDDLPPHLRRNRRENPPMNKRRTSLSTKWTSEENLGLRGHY
TPT1 inh: blocks Candida albicans tRNA 2'-phosphotransferase | 300,000 compounds, 0.81% hits | AID 1962 | recombinant caTPT1, FP RNA substrate dephosphorylation | inhibition, % at 5 µM;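 active means inhibition above the mean of all tested compounds plus 3 SD, set per screening campaign, cut at about 24% in these data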;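 further: plate controls were DMSO alone for no effect and ferristatin control at 100 nM for full effect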
GLD-1 RNA inh: GLD-1-TGE RNA interaction inhibition (C. elegans). Q17339. purified GLD-1 + fluorescein TGE RNA, fluorescence polarization. inhibition, % at 5.96 µM. 320,000 compounds, 0.44% hits;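 active means percent inhibition above a per-plate cutoff, the plate mean of test compounds plus 3 SD, cut at about 30% in these data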;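 further: 0% = DMSO wells with GLD-1 and probe and 100% = wells lacking GLD-1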
PME-1 inh: blocks human protein phosphatase methylesterase 1; Q9Y570; recombinant PME-1, FP-Rh probe fluorescence polarization; inhibition, % at 5.9 µM; 320,000 compounds, 0.53% hits; AID 2130;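 active means inhibition above the campaign mean of all compounds plus 3 SD, cut at about 26% in these data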;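 further: competitive labeling of PME-1 active site by serine hydrolase directed probe; 0% = PME-1 with DMSO and 100% = wells lacking PME-1 enzyme; inhibitors block probe labeling so polarization falls and inhibition rises; many of its hits are not listed in these tables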
GSTO1 inh: blocks human GSTO1 in RBBP9 counter-screen; P78417; recombinant GSTO1, activity-based probe fluorescence polarization; inhibition, % at 5.96 µM; 300,000 compounds, 1.1% hits; AID 1974;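 active means inhibition above the campaign mean inhibition plus 3 SD, cut at about 35% in these data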;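 further: 0% = GSTO1-1 with DMSO and 100% = wells lacking GSTO1-1 enzyme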
Target sequence (P78417 whole entry, looked up): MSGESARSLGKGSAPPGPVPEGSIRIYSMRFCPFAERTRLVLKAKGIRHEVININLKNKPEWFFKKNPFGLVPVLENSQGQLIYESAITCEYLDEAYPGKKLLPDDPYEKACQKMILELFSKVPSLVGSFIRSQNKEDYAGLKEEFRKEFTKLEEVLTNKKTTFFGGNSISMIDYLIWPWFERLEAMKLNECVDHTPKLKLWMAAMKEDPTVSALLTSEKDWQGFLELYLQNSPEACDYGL
Bcl-xL primary: Bcl-xL (human) inhibition | Q07817 | GST-Bcl-xL / FITC-Bim BH3 peptide fluorescence polarization | inhibition, % at 10.9 µM | 320,000 compounds, 0.7% hits | AID 2129;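 active means inhibition above the mean of all tested compounds plus 3 SD, cutoff set per campaign, cut at about 30% in these data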;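 further: 0% = DMSO wells and 100% = unlabeled Bim-BH3 peptide competitor; inhibitors lower millipolarization by displacing the labeled peptide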
MCL1-BIM inh: disrupts human MCL1 binding to BIM-BH3 peptide; GST-MCL1 / FITC-Bim-BH3 fluorescence polarization; inhibition, % at 10.9 µM; 320,000 compounds, 0.68% hits;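 active means inhibition above the mean inhibition of all tested compounds plus 3 SD, set per campaign, cut at about 40% in these data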;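 further: 0% = DMSO wells and 100% = unlabeled Bim-BH3 peptide control; higher means more loss of mP so more displacement of Bim peptide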
Target sequence (Q07820 whole entry, looked up): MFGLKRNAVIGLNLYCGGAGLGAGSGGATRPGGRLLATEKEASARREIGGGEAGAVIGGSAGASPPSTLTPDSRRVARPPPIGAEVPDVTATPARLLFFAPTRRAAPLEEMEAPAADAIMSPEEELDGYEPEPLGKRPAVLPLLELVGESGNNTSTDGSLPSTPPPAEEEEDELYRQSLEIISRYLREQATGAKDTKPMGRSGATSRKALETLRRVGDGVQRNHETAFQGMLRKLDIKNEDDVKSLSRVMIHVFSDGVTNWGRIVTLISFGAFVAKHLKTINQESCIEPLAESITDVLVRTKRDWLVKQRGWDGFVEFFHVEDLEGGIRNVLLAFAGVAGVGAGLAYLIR
Fam108B inh: counter-screen for RBBP9 inhibitors: inhibitors of mouse Fam108B. recombinant Fam108B, FP-Rh probe fluorescence polarization. 300,000 compounds, 0.33% hits. AID 1947. inhibition, % at 9.51 µM;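 active means inhibition above the screen mean inhibition plus 3 SD, computed separately per campaign, cut at about 18% in these data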;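 further: inhibitors lower polarization as less probe binds the enzyme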
* = called active by the depositor; · = not tested or not shown. Only part of the results is shown (hit frequency here may not be typical).

No.	smiles	GSTO1 inh	PAD4 inh	Bcl-xL primary	MEX-5 binding	PME-1 inh	Fam108B inh	MCL1-BIM inh	TPT1 inh	GLD-1 RNA inh
1	COc1cccc(-c2cc(C(=O)Nc3cccnc3Cl)no2)c1	2	-2	1	0.9	-1	-8	-5	3	10
2	COC(=O)c1ccccc1S(=O)(=O)NC(=O)c1ccccc1	7	-3	6	-1.1	-3	-9	1	3	-5
3	CCCCCCC1CC(CCc2nc(=S)[nH][nH]2)C(=O)O1 (stereo not drawn)	3	3	13	5.2	-1	-1	6	-3	-2
4	Cc1ccc(NC(=O)c2cccc(OCc3c(C)noc3C)c2)cc1S(=O)(=O)Nc1ccccc1Cl	-13	-1	7	-4.4	-53	-28	5	-1	6
5	Cc1oc2c(C)c3oc(=O)c(CCC(=O)NCCCN4CCCC4=O)c(C)c3cc2c1C	1	2	2	-0.4	1	1	4	-1	4
6	O=C(NC(Cc1ccccc1)C(=O)O)/C(=C/c1cccc([N+](=O)[O-])c1)NC(=O)c1cccc(Br)c1 (stereo not drawn)	2	-1	2	1.6	12	-2	-4	-3	-3
7	CSc1sc(-c2n[nH]c(=S)n2C)c2c1C=CCC2	-10	2	-11	0.0	-3	-2	-7	2	4
8	COc1ccc(N2C(=O)CC(N3CCC(c4nc5ccccc5[nH]4)CC3)C2=O)cc1 (stereo not drawn)	7	1	5	-0.7	-1	5	3	-2	4
9	Cn1nccc1C(=O)Nc1ccn(C23CC4CC(CC(C4)C2)C3)n1	0	1	1	1.2	5	-2	5	0	9
10	O=C1c2ccccc2C(=O)N1CCc1csc(-c2ccc(F)cc2)n1	-3	-6	-1	-0.3	2	0	-9	-1	3
11	CCCCn1c(SCC(=O)NC2CC(C)(C)NC(C)(C)C2)nc2cc(S(N)(=O)=O)ccc21	10	-1	4	2.5	-5	0	-4	-6	1
12	c1ccc(C(c2nnnn2Cc2ccco2)N2CCN(C3CCCC3)CC2)cc1 (stereo not drawn)	-4	5	3	1.0	3	0	4	-4	5
13	CN(c1ccccc1)S(=O)(=O)c1ccc(NC(=O)c2ccccc2C(=O)O)cc1	-2	0	6	0.6	4	-3	4	2	0
14	CCOc1ccc(NC(=O)CN(C)C(=O)c2ccccc2-n2cnnn2)cc1OCC	-11	-6	-2	-0.4	0	0	-4	-3	3
15	Cc1ccc(/C=C2\CCn3c2nc2cc(C(=O)O)ccc2c3=O)c(C)c1	0	-1	3	0.7	-8	1	8	1	-2
16	CCOc1ccc(N(CC(=O)N2CCc3ccccc32)S(=O)(=O)c2c(C)noc2C)cc1	0	0	-1	-1.6	0	-3	-1	2	2
17	COc1ccc(N(CC(=O)NCc2ccco2)S(C)(=O)=O)cc1OC	9	-2	-3	-1.9	-5	1	-4	-1	2
18	O=C(NCC(F)(F)F)Nc1cccnc1	0	-1	9	·	-1	1	1	0	-2
19	O=C(NCCc1nc(-c2ccccc2Cl)no1)C1CCCCC1	14	1	1	3.0	-7	4	1	0	3
20	COc1ccc(/C=C/C(=O)NC(=S)N2CCN(C)CC2)cc1	-9	1	4	-0.8	-3	-1	7	4	7
21	CCOC(=O)c1cn2nc(Oc3ccccc3)ccc2n1	7	-4	-1	2.3	3	-1	1	0	6
22	CSCCC(NC(N)=O)C(=O)Nc1ccc2ccccc2c1 (stereo not drawn)	5	-3	2	-0.6	-3	0	-3	-1	2
23	CCCCn1c(=O)n(C)c(=O)c2c3c(sc21)COC(C)(C)C3	1	1	9	-1.5	-1	7	5	-2	2
24	CCSc1ccccc1C(=O)Nc1cccnc1	-1	-2	5	2.5	0	-3	11	-1	-7
25	Nc1nonc1C(=O)N/N=C/c1ccncc1	11	5	3	-1.3	-1	-1	0	3	5
26	C=CC[n+]1c(-c2ccc(Cl)cc2Cl)csc1Nc1c(C)n(C)n(-c2ccccc2)c1=O	-2	-1	9	-2.6	2	5	5	0	1
27	O=C(O)CSc1c2c(nc3cc(C(=O)Nc4ccc(F)c(Cl)c4)ccc13)CCCC2	-13	-6	1	2.8	-53	-17	0	-6	1
28	COc1ccccc1NS(=O)(=O)c1cccc(NC(=O)c2nn(C)c(=O)c3ccccc23)c1	·	7	6	·	-35	·	10	·	0
29	Cc1ccc(NC2=C(Cl)C(=O)OC2OC(=O)c2ccco2)cc1C (stereo not drawn)	5	5	6	0.3	-6	1	4	-3	0
30	O=C(NCc1ccc2c(c1)CCO2)Nc1cccc(C(F)(F)F)c1	-11	3	6	-0.1	-7	2	6	0	9

Ordered by length of the SMILES (smallest number first): part of the list above
No.	smiles	GSTO1 inh	PAD4 inh	Bcl-xL primary	MEX-5 binding	PME-1 inh	Fam108B inh	MCL1-BIM inh	TPT1 inh	GLD-1 RNA inh
22	CSCCC(NC(N)=O)C(=O)Nc1ccc2ccccc2c1 (stereo not drawn)	5	-3	2	-0.6	-3	0	-3	-1	2
19	O=C(NCCc1nc(-c2ccccc2Cl)no1)C1CCCCC1	14	1	1	3.0	-7	4	1	0	3
1	COc1cccc(-c2cc(C(=O)Nc3cccnc3Cl)no2)c1	2	-2	1	0.9	-1	-8	-5	3	10
17	COc1ccc(N(CC(=O)NCc2ccco2)S(C)(=O)=O)cc1OC	9	-2	-3	-1.9	-5	1	-4	-1	2
15	Cc1ccc(/C=C2\CCn3c2nc2cc(C(=O)O)ccc2c3=O)c(C)c1	0	-1	3	0.7	-8	1	8	1	-2
5	Cc1oc2c(C)c3oc(=O)c(CCC(=O)NCCCN4CCCC4=O)c(C)c3cc2c1C	1	2	2	-0.4	1	1	4	-1	4
28	COc1ccccc1NS(=O)(=O)c1cccc(NC(=O)c2nn(C)c(=O)c3ccccc23)c1	·	7	6	·	-35	·	10	·	0
26	C=CC[n+]1c(-c2ccc(Cl)cc2Cl)csc1Nc1c(C)n(C)n(-c2ccccc2)c1=O	-2	-1	9	-2.6	2	5	5	0	1
6	O=C(NC(Cc1ccccc1)C(=O)O)/C(=C/c1cccc([N+](=O)[O-])c1)NC(=O)c1cccc(Br)c1 (stereo not drawn)	2	-1	2	1.6	12	-2	-4	-3	-3

Continued.
No.	smiles	GSTO1 inh	PAD4 inh	Bcl-xL primary	MEX-5 binding	PME-1 inh	Fam108B inh	MCL1-BIM inh	TPT1 inh	GLD-1 RNA inh
31	CN1c2ccccc2C(=O)/C(=C\Nc2ccc(F)cc2)S1(=O)=O	4	-1	5	1.6	-6	-1	11	1	8
32	COc1c(/C=N/NS(=O)(=O)c2ccc(C)cc2)c(CCN(C)C(C)=O)cc2c1OCO2	3	-7	-1	1.0	-5	1	-3	1	-2
33	Cc1cc(C(=O)CSc2nnnn2C)c(C)n1-c1ccc2c(c1)OCCO2	21	-3	2	-4.6	-2	1	-1	7	6
34	CCCC(=O)NC(=S)Nc1cccc(C(C)=O)c1	8	1	7	-2.7	-3	0	9	1	4
35	Cc1cccn2c(=O)c(/C=N/O)c(Nc3ccccc3F)nc12	-6	0	-7	-0.6	3	1	-10	-1	-11
36	CCOC(=O)N1CCN(C(=O)c2ccc(CN(c3ccccc3)S(C)(=O)=O)cc2)CC1	-3	1	-5	0.8	0	7	1	6	-2
37	O=C(Oc1cccc(C(=S)N2CCOCC2)c1)c1cccc(Cl)c1	-1	3	10	0.5	3	-5	10	-2	5
38	CC1(C)CCC[C@]2(C)C(CS(=O)c3ccccc3)=C(C=O)CC[C@@H]12 (stereo partly drawn)	-6	6	8	-4.5	1	4	4	-2	3
39	Cn1c(C(C)(O)C(O)c2ccccc2)nc2ccccc21 (stereo not drawn)	-4	8	9	0.3	-8	-5	5	-3	2
40	COc1ccc(CNC(=O)C(OC(=O)c2ccco2)c2ccc(F)cc2)cc1 (stereo not drawn)	17	3	5	1.9	-3	-4	6	2	0
41	CCN(CC(=O)Nc1ccc(OC)cc1)C(=O)c1cc(-c2cccs2)nn1-c1ccccc1	0	2	0	0.9	-2	4	-10	-6	1
42	CC(=O)N1c2ccc(S(=O)(=O)N3CCCC3C(=O)Nc3cccc(F)c3)cc2CC1C (stereo not drawn)	2	5	4	1.2	-4	1	5	-3	6
43	Cc1ccc(-n2c(=O)c3cc4c(=O)n(-c5ccc(C)c(C)c5)c(=O)c4c(C(=O)c4ccc(C(=O)O)cc4)c3c2=O)cc1C	3	-4	12	-1.6	-4	0	5	-1	1
44	CCOC(=O)N1CCN(c2c(-c3ccc(C)c(C)c3)c(=O)c2=O)CC1	3	-6	8	-0.8	-1	3	7	-6	2
45	CCOC(=O)C(C#N)C(c1cccnc1)c1c(C)[nH][nH]c1=O (stereo not drawn)	2	-6	13	-4.8	4	-3	9	-2	1
46	CC(C)C(NC(=O)c1ccc([N+](=O)[O-])cc1Cl)C(=O)N1CCCC1 (stereo not drawn)	2	-4	-5	0.9	-2	-4	-7	-5	-9
47	O=C(CC1NC(=S)NC1=O)c1ccc(Cl)cc1 (stereo not drawn)	-14	-2	4	1.9	6	3	4	1	3
48	Cc1cc(NC(=O)C(C)SCC(=O)N(C)CC(=O)Nc2ccccc2Br)no1 (stereo not drawn)	-8	-3	-1	-1.1	3	0	-1	-2	0
49	C=CCC(COCc1ccccc1)NS(=O)(=O)c1ccccc1Br (stereo not drawn)	9	6	0	0.4	1	-3	1	2	-5
50	O=c1c2ccccc2nnn1CSc1ccc2ccccc2n1	4	2	-5	3.3	-1	4	-3	-5	3
51	COc1cc(C(=O)C(=O)c2cc(OC)c(O)c(OC)c2)cc(OC)c1O	7	-1	7	-1.1	-4	-1	11	2	4
52	COc1cc(-c2nc3ccccc3s2)ccc1O	6	3	5	-1.2	12	11	7	-6	-3
53	O=C1OC2(c3ccccc3)C3CCCC2C13	-3	2	4	0.1	6	-2	-1	-2	6
54	COc1ccc2nc(SCC(=O)N(C)C3CCCCC3)c(C#N)cc2c1	1	2	10	0.9	0	1	6	-4	5
55	CCc1cc(=O)oc2c(C)c(O)c(CN3CCCCC3)cc12	1	3	1	-0.5	-7	-3	-2	-2	8
56	CCCS(=O)(=O)c1ncc(Cl)c(C(=O)Nc2ccc(S(=O)(=O)Nc3ncccn3)cc2)n1	-7	-4	14	-2.6	-6	-3	9	-2	2
57	CCCC(=O)Nc1cc(OCC)c(NC(=O)NC2CCCCC2)cc1OCC	1	-2	-5	0.6	-4	-1	-10	4	1
58	Cc1cc(C(F)F)nn1CC(=O)NCc1ccco1	2	-3	2	-1.5	-3	-3	11	4	-2
59	CN(C)N1C(N)=C(C#N)C(c2cccc(Cl)c2)C2=C1CCCC2=O (stereo not drawn)	9	2	5	-1.9	4	0	12	-1	6
60	CCOC(=O)C(C)Oc1nc(Oc2ccccc2)nc(N(C)C)n1 (stereo not drawn)	4	1	4	0.3	-7	-1	-1	0	3
61	Cc1[nH]nc(N)c1-c1ccccc1	7	-2	1	1.2	-11	-4	-1	1	5
62	O=C(CSc1nccc(=O)[nH]1)N1CCc2ccccc2C1	14	0	1	-1.0	-5	2	5	-2	-6
